GRIN3A LBD mod – binders of NR3A ligand-binding domain, primary screen, biophysical, differential scanning fluorimetry, uHTS; Glutamate receptor ionotropic, NMDA 3A (GRIN3A) ligand-binding domain; NR3A LBD differential scanning fluorimetry, Tm shift; 0% = protein alone, 100% = glycine-bound protein; Tm shift relative to glycine control, % at 25 µM; hit rate 2.5% among 340,000; AID 1259313, 2017;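 active = melting temperature shift of at least 10% of the positive control shift, at one fixed dose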
TIM10 inh – growth inhibitors of isogenic TIM10 control yeast, primary screen, counter-screen for tim10-1 yeast inhibitor project, luminescence, uHTS; S. cerevisiae TIM10 strain growth, BacTiter-Glo luminescence, 24 h; inhibition, % at 10 µM; hit rate 1.4% among 330,000;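 active = inhibition of 40% or more at the single tested concentration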;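 also: wild-type TIM10 isogenic control strain grown at permissive 25 °C; 0% = DMSO yeast wells and 100% = minimal medium wells without yeast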
Mdm2 MdmX PPI – inhibitors of human Mdm2-MdmX association, primary screen, cell-based, luminescence, split luciferase, SaOS-2, uHTS; Protein Mdm4 (Homo sapiens) + E3 ubiquitin-protein ligase Mdm2 (Homo sapiens), …; SaOS-2 split-luciferase Mdm2/MdmX complementation; inhibition, % at 8 µM; hit rate 3% among 330,000; AID 485346, 2010;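 active = inhibition of at least 50% at 8 µM in the primary screen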
Target sequence (O15151 whole entry, looked up): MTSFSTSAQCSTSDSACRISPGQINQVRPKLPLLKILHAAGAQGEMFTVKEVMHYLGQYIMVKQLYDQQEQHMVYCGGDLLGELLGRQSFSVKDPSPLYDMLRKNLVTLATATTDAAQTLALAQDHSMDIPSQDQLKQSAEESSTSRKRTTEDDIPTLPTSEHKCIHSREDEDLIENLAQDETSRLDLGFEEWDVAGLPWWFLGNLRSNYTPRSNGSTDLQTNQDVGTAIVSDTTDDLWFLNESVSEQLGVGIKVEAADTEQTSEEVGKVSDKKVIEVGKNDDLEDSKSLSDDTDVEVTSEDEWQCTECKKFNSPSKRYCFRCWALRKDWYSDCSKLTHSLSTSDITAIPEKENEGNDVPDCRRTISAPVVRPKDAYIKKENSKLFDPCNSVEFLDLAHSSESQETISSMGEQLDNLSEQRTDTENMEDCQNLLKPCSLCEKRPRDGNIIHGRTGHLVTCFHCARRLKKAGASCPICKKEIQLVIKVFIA
Target sequence (Q00987 whole entry, looked up): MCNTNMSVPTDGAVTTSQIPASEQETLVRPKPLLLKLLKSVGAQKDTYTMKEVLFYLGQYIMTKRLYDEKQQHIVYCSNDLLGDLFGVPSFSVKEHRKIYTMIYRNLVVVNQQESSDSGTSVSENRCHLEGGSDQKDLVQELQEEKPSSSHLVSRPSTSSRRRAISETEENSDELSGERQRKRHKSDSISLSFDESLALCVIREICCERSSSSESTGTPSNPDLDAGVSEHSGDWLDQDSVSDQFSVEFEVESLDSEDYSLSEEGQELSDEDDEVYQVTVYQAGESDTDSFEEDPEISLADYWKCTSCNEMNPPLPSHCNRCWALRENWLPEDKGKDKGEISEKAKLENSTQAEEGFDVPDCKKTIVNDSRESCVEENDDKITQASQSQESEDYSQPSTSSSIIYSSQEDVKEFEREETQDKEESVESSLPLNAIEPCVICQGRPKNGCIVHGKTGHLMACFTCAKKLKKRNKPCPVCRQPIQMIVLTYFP
NLRP3 yeast inh – NALP3 inflammasome inhibitors in reconstituted yeast, primary screen, luminescence, uHTS; Yeast reconstituted NLRP3/ASC/caspase-1, beta-gal luminescence, 24 h; inhibition, % at 10 µM; hit rate 0.39% among 330,000;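 active = inhibition of 50% or more; inactive = inhibition below 50%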;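 also: plate controls were induced DMSO wells for no effect and uninduced yeast grown without galactose for full effect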
tim10-1 inh – growth inhibitors of tim10-1 mutant yeast, primary screen, luminescence, uHTS | inhibition, % at 20 µM | AID 463190, 2010 | hit rate 2.2% among 330,000 | S. cerevisiae tim10-1 ts strain growth, BacTiter-Glo, 24 h;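 active = inhibition of at least 40%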;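 also: mutant grown at 25 °C; 0% = DMSO wells with yeast and 100% = wells holding no yeast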
UPR CHOP act – activators of apoptotic CHOP UPR arm, primary screen, cell-based, CHO-CHOP luciferase reporter, luminescence, uHTS; UPR activation; percent of tunicamycin response over DMSO baseline; activation, % at 10 µM; hit rate 0.34% among 330,000; AID 449763, 2010;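 active = at 10 µM dose, activation of 40% or more, normalized to positive control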;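 also: 100% = tunicamycin at 10 µg/mL and 0% = DMSO alone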
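assay system = CHO CHOP reporter cells | amount = 500 CHO-CHOP cells per well | buffer or medium = F12 with 10% FBS | incubation = 16-18 h cell attachment, then 6 h compound exposure, 37 °C | detection = luminescence read with Steady-Glo | read-out = percent activation relative to tunicamycin control | controls = tunicamycin high control, DMSO low control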
tim23-1 inh – growth inhibitors of tim23-1 mutant yeast, primary screen, luminescence, uHTS; hit rate 1.3% among 330,000; S. cerevisiae tim23-1 growth, BacTiter-Glo luminescence, 24 h; AID 463212, 2010; inhibition, % at 20 µM;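 active = growth inhibition of the mutant yeast at or above 50%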;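 also: temperature-sensitive mutant grown at 25 °C; plate controls were DMSO-treated mutant yeast for no effect and medium wells lacking yeast for full effect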
UPR XBP1 act – activators of adaptive XBP1 UPR arm, primary screen, cell-based, CHO-XBP1 luciferase reporter, luminescence, uHTS; IRE1-XBP1 UPR activation; percent of tunicamycin response, DMSO as zero; activation, % at 20 µM; hit rate 0.33% among 330,000; AID 463104, 2010;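 active = versus positive control, 20 µM dose yields 30% or more activation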;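 also: 100% = tunicamycin at 10 µg/mL and 0% = DMSO only wells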
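Assay system: CHO-XBP1 luciferase reporter cells; Schedule: 6 h treatment, 37 °C; Detection: glow luminescence from Steady-Glo reagent; Benchmarks: high control tunicamycin 10 µg/mL final, low control DMSO vehicle only.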
APJ agonist – agonists of human apelin receptor APJ, primary screen, CHO-K1 cells, PathHunter beta-arrestin, luminescence | P35414 | 0% DMSO wells, 100% apelin | activation, % at 20 µM | hit rate 0.11% among 330,000 | AID 2520, 2010;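 active = activation more than six SD over the plate average, tested at 20 µM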;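 also: 0% = DMSO alone and 100% = apelin-13 at 10 nM; some results filed as inactive read as strong as hits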
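Assay system: engineered CHO-K1 APJ arrestin reporter cells; Amount: 1000 CHO-K1 reporter cells seeded per well; Dosing: one dose, 20 µM compound, 1% DMSO; Times: compound stimulation 90 min at 25 °C, detection 60 min; Measured by: luminescent beta-gal fragment complementation, chemiluminescent substrate; Read-out: APJ–arrestin association signal; Controls: DMSO vs Apelin-13 10 nM.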
* = called active by the depositor.

SMILES	GRIN3A LBD mod	TIM10 inh	Mdm2 MdmX PPI	NLRP3 yeast inh	tim10-1 inh	UPR CHOP act	tim23-1 inh	UPR XBP1 act	APJ agonist
COc1ccc(S(=O)(=O)N(C(C)=O)c2ccc3oc(=O)sc3c2)cc1	4	-9	12	1	34	-2.2	30	-1	1
C[C@H](CO)N1C[C@H](C)[C@H](CN(C)Cc2ccc(-c3ccccc3)cc2)Oc2ccc(NS(=O)(=O)c3ccccc3)cc2CC1=O	-4	6	85*	6	-5	3.5	26	15	-3
COc1ccc(Sc2nc(-c3ccccc3)ncc2C(=O)O)cc1	-7	17	26	1	23	-1.5	8	1	-4
c1ccc(-n2nnnc2Sc2ncnc3sc4c(c23)CCCC4)cc1	0	44*	98*	4	34	5.9	22	1	1
CC(OC(=O)c1ccc2c(c1)OCCO2)C(=O)NC1CCCCC1C (stereo not drawn)	0	-3	25	13	-6	-0.5	2	0	-6
Cc1nn(Cc2ccccc2Cl)c(C)c1N	-1	-9	8	14	9	-0.5	21	-4	-1
CC(=O)N(C)c1nnc(-c2ccccn2)s1	-1	-8	-39	-13	-7	1.5	13	3	-3
CCc1nnc(NC(=O)C2CCCN2S(=O)(=O)c2ccc(F)cc2)s1 (stereo not drawn)	0	-4	22	-11	12	2.2	-4	-2	0
O=C(c1cc(S(=O)(=O)N2CCCCC2)c(Cl)cc1N1CCOCC1)N1CCOCC1	0	-4	14	11	-7	1.0	7	-5	-3
CC(C)CC(C(=O)NCC1CCCO1)N(C(=O)Cn1nnc(-c2ccc(F)cc2)n1)c1cccc(C(F)(F)F)c1 (stereo not drawn)	3	11	14	18	11	6.1	-2	-2	-2
C/C(=N/N=C(\C)c1ccccc1O)c1ccccc1O	5	10	-54	3	2	10	10	7	2
COc1ccccc1NC(=O)CSc1nnc(Cn2cnc3ccccc32)o1	-2	0	24	9	-9	-0.1	-5	-3	-1
Cc1nnc(N2C(=O)C(O)=C(C(=O)c3ccco3)C2c2ccc(C(C)(C)C)cc2)s1 (stereo not drawn)	-1	17	-16	28	9	-4.2	-15	1	-3
c1ccc(Nc2c(-c3ccco3)nc3ccccn23)cc1	-3	2	29	9	4	-0.6	0	-2	-2
Cc1ccc(S(=O)(=O)Oc2ccc(/C=C3/C(=N)N4C(=NC3=O)SN=C4S(C)(=O)=O)cc2)cc1	4	6	18	14	8	0.1	16	-2	-5
CC(C)n1c(SCC(=O)Nc2ccccc2N2CCOCC2)nc2c1c(=O)n(C)c(=O)n2C	1	16	5	-8	23	-0.6	10	3	2
CC(OC(=O)Cn1[nH]c(=O)c2ccccc2c1=O)C(=O)Nc1cccc(Cl)c1 (stereo not drawn)	0	6	-14	18	15	0.1	8	-1	-4
COc1cc(C(=O)OCCCN=C2NS(=O)(=O)c3ccccc32)cc(OC)c1OC	-3	1	8	7	-11	0.7	8	-5	-2
Cc1ccc(S(=O)(=O)N2CCN(CCNC(=O)C(=O)Nc3ccc(F)cc3)CC2)cc1	-1	14	9	-2	-7	2.5	7	-1	-2
CNc1[nH]ncc1[N+](=O)[O-]	0	15	-6	-5	3	4.9	-1	3	0
COc1ccc(CN(Cc2cc3cccc(C)c3[nH]c2=O)C(=O)N(C)C)cc1	-2	2	-21	16	21	-0.5	26	-3	-1
O=C(O)C[C@H]1c2ccc(C(F)(F)F)cc2S(=O)(=O)N1Cc1ccccc1	1	-1	-37	5	-15	-2.7	11	-3	6
Cc1cc([N+](=O)[O-])nn1CCCC(=O)Nc1sc2c(c1C(N)=O)CCC(C)C2 (stereo not drawn)	-5	0	9	-12	27	4.7	0	1	-1
Cc1cc(-c2nc3ncccc3o2)ccc1NC(=S)NC(=O)C(C)C	-3	-3	-4	16	18	-1.0	7	-1	1
C/C(=N\Nc1nccnc1Cl)c1ccc(O)cc1	-1	-14	14	18	3	5.1	9	-4	-4
CN(C)c1ccc(N2CN=C3SCC(=O)N3C2)cc1	-2	11	-3	23	14	1.0	1	-2	12
CCOc1ccc(NC(=O)C2CC(=O)NC(N3CCc4ccccc43)=N2)cc1 (stereo not drawn)	-1	-10	-15	6	9	1.5	6	-1	-3
FC(F)(F)c1ccccc1/C=N/N1CCN(Cc2ccccc2)CC1	18*	9	-21	9	15	3.7	-4	1	-5
COC(=O)Nc1nc(-c2cc(Cl)ccc2Cl)cs1	-1	-1	16	-21	21	-0.3	-3	1	-6
CCOC(=O)C(Sc1ncc(C#N)c(N)n1)C(C)C (stereo not drawn)	1	15	15	-3	23	-1.0	10	-1	-1
COc1ccc(F)cc1S(=O)(=O)Nc1ccncc1	0	1	16	10	-9	0.3	-4	-1	-1
O=C(COC(=O)c1cccnc1Cl)NC1CCCCC1	0	5	28	8	2	1.0	13	2	-4
CC(C)(C)C1CCC(=NNC(=S)Nc2cccnc2)CC1 (stereo not drawn)	1	44*	-10	14	39	1.0	48	1	-6
Nc1nc(-c2ccc([N+](=O)[O-])cc2)cs1	-9	14	-57	13	7	3.9	11	6	0
Cc1cc(C)c2c(n1)sc1c(N3CCN(CCO)CC3)ncnc12	1	20	13	5	23	1.5	24	1	-4
Cc1ccc(C)c(NC(=O)Cn2cc(C(=O)C3CC3)c3ccccc32)c1	1	-8	19	25	7	-0.3	12	-3	1
COc1ccc2c(c1)CCc1c(C(=O)NCC(C)C)noc1-2	0	4	-177	23	12	2.5	29	-2	1
Cc1ccc(NS(=O)(=O)c2cc(Br)cnc2N)cc1C	-5	16	11	-8	32	-1.1	4	-6	-5
C/C(=N\NC(=O)COc1ccc2ccccc2c1)c1cccs1	-19	18	39	15	-3	2.2	29	-7	-2
C[C@@H]1O[C@@H](OC[C@H]2O[C@@H](Oc3c(-c4ccc(O)c(O)c4)oc4cc(O)cc(O)c4c3=O)[C@H](O)[C@@H](O)[C@@H]2O)[C@H](O)[C@H](O)[C@H]1O	5	-2	25	24	7	1.3	11	-3	-7
CC(=O)c1c(N(C)C)ccnc1C(F)(F)F	0	6	-13	13	15	1.0	17	-1	2
Cc1cc(NC(=O)CSc2ccc(Cl)cc2)no1	4	-1	-3	-3	36	-1.2	16	0	0
O=C(NCCc1cn[nH]c1)C1CCC(=O)N(CCc2cccc(F)c2)C1 (stereo not drawn)	-2	5	4	4	-19	-0.6	-7	-1	-4
CCOC(=O)N1CCN(C(=O)Nc2ccccc2Cl)CC1	-4	-6	-1	10	-1	-1.5	6	-4	-3
Cc1c(O)cc2n(c1=O)-c1ccccc1C2(C)C	-3	-7	-16	4	10	-1.0	8	-2	0
Cc1c(CN(C)C(=O)c2ccc(Br)o2)cnn1C	2	-6	-1	15	8	-2.2	-8	3	-3
CCCCn1nc(C(=O)Nc2ccc(S(=O)(=O)Nc3ncccn3)cc2)c2ccccc2c1=O	-2	6	-32	-9	13	2.6	9	2	1
CCC(=O)Nc1ccc(Nc2ccccc2)cc1	-1	16	7	16	14	2.6	18	3	-2
C/C(=N\NS(=O)(=O)c1ccc(Cl)c([N+](=O)[O-])c1)c1cc2ccccc2o1	10	17	14	3	25	-1.1	26	-1	-4
CCOC(=O)C(Cc1ccccc1)C(=O)Nc1ccccc1C (stereo not drawn)	-3	17	29	-2	22	0.9	21	0	-2
Cc1ccccc1CSCC(Nc1ccc(C(=O)O)cc1[N+](=O)[O-])C(=O)O (stereo not drawn)	-13	1	17	9	-6	-2.2	4	-1	-6
CC1(C(=O)NCCN2CCOCC2)C=CC2(CCCCC2)N1C(=O)c1ccccc1 (stereo not drawn)	-5	2	-34	-2	-6	3.4	6	0	-1
C/C(=N\NC(=O)c1ccc2c(c1)OCO2)c1ccc(NC(=O)CCCC(=O)O)cc1	1	9	7	18	-24	1.0	-2	-5	-1
C/C(=C\CCC1(C)C2CC3C(C2)C31C)C(=O)O (stereo not drawn)	-2	7	-26	31	23	1.1	12	-3	-2
C1=CCC(CN2CCN(C3CCCCCC3)CC2)CC1 (stereo not drawn)	0	3	12	25	13	1.9	-34	-1	-3
CCOCCCNC(=O)C1CCN(S(=O)(=O)c2ccc3nc4c(c(C(=O)O)c3c2)CCCCC4)CC1	0	-3	18	19	-3	-2.1	0	-3	-2

Molecules from the list above containing a Cl atom (9):
SMILES	GRIN3A LBD mod	TIM10 inh	Mdm2 MdmX PPI	NLRP3 yeast inh	tim10-1 inh	UPR CHOP act	tim23-1 inh	UPR XBP1 act	APJ agonist
Cc1nn(Cc2ccccc2Cl)c(C)c1N	-1	-9	8	14	9	-0.5	21	-4	-1
O=C(c1cc(S(=O)(=O)N2CCCCC2)c(Cl)cc1N1CCOCC1)N1CCOCC1	0	-4	14	11	-7	1.0	7	-5	-3
CC(OC(=O)Cn1[nH]c(=O)c2ccccc2c1=O)C(=O)Nc1cccc(Cl)c1 (stereo not drawn)	0	6	-14	18	15	0.1	8	-1	-4
C/C(=N\Nc1nccnc1Cl)c1ccc(O)cc1	-1	-14	14	18	3	5.1	9	-4	-4
COC(=O)Nc1nc(-c2cc(Cl)ccc2Cl)cs1	-1	-1	16	-21	21	-0.3	-3	1	-6
O=C(COC(=O)c1cccnc1Cl)NC1CCCCC1	0	5	28	8	2	1.0	13	2	-4
Cc1cc(NC(=O)CSc2ccc(Cl)cc2)no1	4	-1	-3	-3	36	-1.2	16	0	0
CCOC(=O)N1CCN(C(=O)Nc2ccccc2Cl)CC1	-4	-6	-1	10	-1	-1.5	6	-4	-3
C/C(=N\NS(=O)(=O)c1ccc(Cl)c([N+](=O)[O-])c1)c1cc2ccccc2o1	10	17	14	3	25	-1.1	26	-1	-4

Screens (PubChem BioAssay)
